M5 antag = antagonists of human muscarinic M5 receptor (CHRM5) | CHO-hM5 cells, Fluo-8 calcium fluorescence, ACh EC80 | 360,000 tested, 0.59% active | inhibition, % at 3 µM | AID 624040 | P08912;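 active means inhibition above a per-plate cutoff, the mean of that plate's test compounds plus 3 SD, cut at about 27% in these data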;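 further: 0% = acetylcholine EC80 with DMSO and 100% = DMSO without agonist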
Target sequence (P08912 whole entry, looked up): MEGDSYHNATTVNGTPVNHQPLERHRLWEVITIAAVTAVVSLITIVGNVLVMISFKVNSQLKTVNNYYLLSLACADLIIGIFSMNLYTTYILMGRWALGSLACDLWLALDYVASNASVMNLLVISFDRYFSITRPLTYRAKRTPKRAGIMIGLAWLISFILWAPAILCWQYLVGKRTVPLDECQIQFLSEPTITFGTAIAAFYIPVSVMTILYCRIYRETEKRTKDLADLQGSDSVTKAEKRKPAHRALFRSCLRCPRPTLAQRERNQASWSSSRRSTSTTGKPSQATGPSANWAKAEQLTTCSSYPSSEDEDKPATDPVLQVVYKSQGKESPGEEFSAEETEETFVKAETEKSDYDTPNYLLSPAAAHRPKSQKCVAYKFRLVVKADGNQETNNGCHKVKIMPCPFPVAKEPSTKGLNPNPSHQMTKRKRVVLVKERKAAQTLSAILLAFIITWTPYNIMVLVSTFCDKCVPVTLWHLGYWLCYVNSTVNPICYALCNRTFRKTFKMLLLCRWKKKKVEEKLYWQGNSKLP
M4 ag = agonists of human muscarinic M4 receptor (CHRM4); P08173; CHO-K1 hM4/Gqi5, Fluo-8 calcium fluorescence; vehicle 0%, full acetylcholine response 100%; activation, % at 3 µM; 360,000 tested, 0.14% active; AID 624127;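 active means activation above the run mean over all test wells plus 3 SD, cut at about 32% in these data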;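 further: peak over basal fluorescence ratio per well then scaled between controls; 0% = DMSO wells and 100% = acetylcholine at EC100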
Target sequence (P08173 whole entry, looked up): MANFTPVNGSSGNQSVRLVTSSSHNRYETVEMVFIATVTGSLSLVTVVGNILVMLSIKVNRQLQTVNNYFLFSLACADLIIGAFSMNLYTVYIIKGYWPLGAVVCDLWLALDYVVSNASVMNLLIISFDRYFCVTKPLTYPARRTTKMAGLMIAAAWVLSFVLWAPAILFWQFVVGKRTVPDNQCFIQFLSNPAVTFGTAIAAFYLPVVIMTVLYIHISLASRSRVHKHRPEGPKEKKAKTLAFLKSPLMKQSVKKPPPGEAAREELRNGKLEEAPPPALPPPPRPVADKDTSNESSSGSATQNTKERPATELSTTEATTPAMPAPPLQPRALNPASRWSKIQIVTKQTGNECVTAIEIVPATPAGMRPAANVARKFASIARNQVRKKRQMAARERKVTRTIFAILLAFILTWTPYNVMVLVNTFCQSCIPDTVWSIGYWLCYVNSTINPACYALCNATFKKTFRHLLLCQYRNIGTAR
M1 ag = activates human CHRM1 receptor. P11229. CHO-K1 hM1, Fluo-8 calcium fluorescence, agonist mode; 0% DMSO, 100% acetylcholine EC100. activation, % at 3 µM. 360,000 tested, 0.33% active. AID 588814;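 active means activation above the run's mean compound activation plus 3 SD, cut at about 16% in these data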;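 further: peak over basal fluorescence ratio within a 140 s kinetic read after compound addition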
M4 antag = CHRM4 antagonism in calcium assay; P08173; CHO-hM4 cells, ACh EC80, Fluo-8 calcium fluorescence; 360,000 tested, 0.73% active; inhibition, % at 3 µM;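 active means inhibition above its plate's cutoff, the mean inhibition of sample wells plus 3 SD, cut at about 27% in these data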;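 further: 0% = acetylcholine EC80 with DMSO and 100% = DMSO without agonist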
CHRM1 antagonist = antagonists of human M1 muscarinic receptor. P11229. CHO-K1 hM1, Fluo-8 calcium fluorescence, ACh EC80 antagonist. inhibition, % at 3 µM. 360,000 tested, 1.3% active;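 active means percent inhibition above its own plate's cutoff, namely the mean of that plate's compound wells plus 3 SD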;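 further: peak over basal fluorescence ratio during 140 s after agonist addition; 0% = ACh EC80 plus DMSO and 100% = DMSO alone without agonist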
CHRM1 PAM = positive allosteric modulators of human M1 muscarinic receptor. P11229. CHO-K1 hM1, Fluo-8 calcium fluorescence, ACh EC20; 0% = ACh EC20, 100% = maximal ACh. activation, % at 3 µM. 360,000 tested, 0.088% active. AID 588819; in the data active means activation above about 19%, passing the limit was not always enough
CHRM5 PAM = positive allosteric modulators of human muscarinic M5 receptor; P08912; CHO-K1 hM5, Fluo-8 calcium, ACh EC20 PAM; 0% = ACh EC20, 100% = ACh EC100; activation, % at 3 µM; 360,000 tested, 0.3% active; AID 624038;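 active means activation above the run cutoff, the mean activation of all test compounds plus 3 SD, cut at about 18% in these data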
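Measured by: Fluo-8 calcium fluorescence; material: human M5 receptor in CHO-K1 cells; schedule: Post-acetylcholine fluorescence recording 140 s; benchmarks: low control EC20 acetylcholine (0%), high control EC100 acetylcholine (100%); read-out: Max/basal fluorescence ratio as % of EC20–EC100 ACh window; compound: single dose, 3 µM nominal final test concentration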
TAAR1 agonist = agonists of human TAAR1. CHO RD-HGA16 TAAR1, Fluo-8 calcium fluorescence; vehicle wells 0%, saturating PEA agonist 100%. activation, % at 3 µM. AID 624467. 360,000 tested, 0.99% active;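 active means activation above the mean activation of all test compounds in the run plus 3 SD, cut at about 38% in these data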
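Assay system: CHO-derived RD-HGA16 cells with stable Gα16 and human TAAR1; timing: 17-24 h seeding, 75 min 37 °C dye, 30 min RT; read-out: % activation from peak over basal fluorescence ratio, DMSO-to-PEA scaled; measured by: kinetic Fluo-8 calcium fluorescence; benchmarks: low control DMSO, high control PEA (EC100); doses: 3 µM single concentration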
CHRM5 agonist = CHRM5 agonism in calcium assay; P08912; CHO-K1 hM5 cells, Fluo-8 calcium fluorescence; 0% DMSO wells, 100% maximal acetylcholine response; activation, % at 3 µM; 360,000 tested, 0.19% active;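 active means activation above the run's mean over test compounds plus 3 SD, cut at about 23% in these data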;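 further: signal is peak over basal fluorescence ratio across the kinetic read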
Active calls of the source: *; · = no result given. Only part of the results is shown; the hit share may differ from the screen's.

canonical_smiles	M5 antag	M4 ag	M1 ag	M4 antag	CHRM1 antagonist	CHRM1 PAM	CHRM5 PAM	TAAR1 agonist	CHRM5 agonist
COc1ccc(CCNC(=O)Cn2c([N+](=O)[O-])cnc2C)cc1OC	5	5	-4	6	2	1	-4	1	2
S=C(NNc1cccc(Cl)c1)NC1CCCCC1	10	1	-6	2	-3	0	10	-2	5
CCOC(=O)c1c(NC(=O)Cn2cnc([N+](=O)[O-])n2)sc2c1CCC(C)C2 (stereo unspecified)	3	1	-1	10	-14	11	1	1	1
COc1ccc(CN2[C@@H](CC(=O)O)c3cc(F)ccc3S2(=O)=O)cc1	-4	-2	-3	6	-2	2	8	0	0
COc1ccc(Cl)cc1-c1cc(C(=O)NCc2cccs2)[nH]n1	-3	3	-7	-18	-27	15	0	3	0
CC12CCC(O)CC1=CCC1C2CCC2(C)C3=NN=CC3CC12 (stereo unspecified)	7	1	-3	0	-4	0	8	11	3
CC(C)CCSc1cc(NCCO)c([N+](=O)[O-])c2nonc12	7	4	0	-1	-8	6	-5	5	1
CCOc1ccc(CCNC(=O)COC(=O)c2cccc(S(=O)(=O)N3CCOCC3)c2)cc1OCC	-3	2	-5	-9	-5	7	5	2	-3
CC(=O)c1c(C)oc2ccc(NS(=O)(=O)c3ccc(O)c(C(=O)O)c3)cc12	-3	0	1	-2	-16	10	-4	-2	4
CCCOc1ccc2c3c(c(=O)oc2c1)CCCC3	-5	-2	-5	-10	6	-7	3	3	-7
O=C(C[C@H]1CC[C@@H]2[C@H](COC[C@H](O)CN2Cc2cccc(C(F)(F)F)c2)O1)NCCc1ccccc1	15	16	·	-2	·	·	-6	6	3
Cn1cc(S(=O)(=O)NCc2cccs2)c(=O)n(C)c1=O	3	1	-2	-3	-14	9	-2	2	2
O=C(NCCN1CCOCC1)c1ccc2c(c1)ncn2C1CCCC1	2	0	-7	2	2	-2	3	1	1
Cc1cccc(N(CC(=O)NCc2ccccc2)C(=O)Cn2nnc(-c3ccc(C)o3)n2)c1	2	8	-6	1	-2	-1	-4	19	2
Cc1cc(OC(C)C(=O)Nc2ccccc2C(=O)N2CCCC2)ccc1Cl (stereo unspecified)	-5	4	-4	-3	-3	1	-2	2	0
CN(C)c1ccc(-c2ccc3oc(-c4ccsc4)cc(=O)c3c2)cn1	7	3	0	-3	-6	10	5	4	2
Cc1cccn2c(=O)c3cc(C(=O)NCCN4CCOCC4)c(=N)n(CCN4CCOCC4)c3nc12	8	2	-7	-13	1	12	-1	-3	-3
CC1CCN(C(=O)CCNS(=O)(=O)c2ccc(Cl)cc2)CC1	-5	2	-3	-19	-12	4	3	-1	0
COc1ccc(CCCC(=O)N/N=C\c2cccs2)cc1	8	1	-3	-5	8	2	2	13	0
CCCCCC(=O)Nc1ccc(-c2csc(C)n2)cc1	-3	1	-6	-3	-8	7	3	2	-3
COc1ccc(N2CCN(C(=O)c3cc(-c4ccc(F)cc4)[nH]c3C)CC2)cc1	18	2	-1	6	-12	5	-5	5	2
Cc1ccc(C(=O)CSc2nnc(C3CC3)n2C2CC2)s1	-4	0	-5	-1	-7	7	4	9	-1
C=CCSc1ncccc1C(=O)NCc1ccccc1	6	0	-6	-2	0	3	-6	·	-3
CN(C)CCCn1c2c(c(SCC(=O)Nc3ccc4c(c3)OCCO4)nc1=O)CCC2	-3	0	-8	-7	2	-1	-4	0	-1
COC(=O)C1C2CC3c4[nH]c5cc(OC)ccc5c4CCN3CC2CC(OC(=O)CC(C)=O)C1OC (stereo unspecified)	1	1	-5	-12	-9	1	5	2	9
Cc1ccc(C(=O)NCN2CCN(c3ccc(F)cc3)CC2)cc1	0	1	-7	11	-4	2	-4	-1	-2
Nc1ncc2c(n1)CCN(c1ccc([N+](=O)[O-])cc1)C2	1	1	-1	3	-6	1	0	0	-2
Cc1ccc(CN2CCN(C(=O)c3cccc4ccccc34)CC2)cc1	3	2	-5	-6	-11	6	7	4	0
COc1ccc2c(COC(=O)CCS(=O)(=O)c3ccccc3)cc(=O)oc2c1	12	23	-2	15	30	-14	-16	·	3
O=C(O)c1ccc(/C=N/NC(=O)C(O)(c2ccccc2)c2ccccc2)cc1	2	0	1	-7	-19	19	13	1	2
Cc1ccc(/C=C2\SC(=S)N(c3c(C)n(C)n(-c4ccccc4)c3=O)C2=O)cc1	7	7	-10	-1	5	-9	-8	2	1
COC(=O)c1c(C(=O)OC)c2n(c1C)CCC2	-5	0	-6	7	-10	12	8	7	-1
CCOc1ccc(C(=O)N2CCSC2=S)cc1	9	0	-6	-4	17	-6	-2	4	-11
Cc1ccc(C2(c3ccc(C)cc3)CC2C(=O)Nc2ccc([N+](=O)[O-])cc2O)cc1 (stereo unspecified)	26	13	3	19	25*	-20	-21	8	6
C/C=C/c1ccc(OCCOc2cc(C=O)ccc2OC)c(OC)c1	7	1	-7	14	-5	11	-1	1	-4
Cc1onc(-c2ccccc2)c1C(=O)Nc1nnc(CC(C)C)s1	-8	1	-9	-4	-4	3	3	0	-2
Fc1ccccc1-c1nc(NCc2ccccc2)c2ccccc2n1	-2	0	-3	-3	-12	7	1	8	-1
CN(Cc1ccccc1)CC(O)COc1ccc(CNCCCOc2cccnc2)cc1 (stereo unspecified)	10	1	-6	-19	10	-13	-6	1	-17
O=C(COC(=O)c1cccnc1Cl)c1ccc2c(c1)OCCO2	8	5	-4	-5	-11	6	-4	3	3
CCOc1ccccc1CNS(=O)(=O)c1cc(-c2cc(C)no2)ccc1C	5	4	-4	-1	1	0	0	0	-3
O=C1c2cccnc2C(=O)N1Cc1ccc(Cl)cc1	3	0	-1	12	-1	4	0	6	-4
Cc1cc(C)nc(NNC2=CC(=[N+]3CCCC3)CCC2)n1	7	1	-5	-4	-10	9	3	3	-3
Cc1nn2c(-n3ccnc3C)c3c(nc2c1-c1ccccc1)CCC3	1	0	-5	-4	-1	-1	-1	-1	-3
CC(C)N=c1scc(-c2cccs2)n1/N=C/c1ccc(O)c(O)c1O	4	2	-3	10	17	-13	-11	15	0
O=C(COC(=O)c1cc(=O)[nH]c2ccccc12)NCCc1ccccc1	16	4	-3	7	0	0	-6	17	5
COc1ccc(/C=N\NC(=O)c2ccccc2Br)cc1COc1c(F)c(F)cc(F)c1F	-14	4	-2	-5	-2	4	4	0	-3
Cc1ccc(NC(=O)CCC(=O)NNC(=O)Nc2cccc(Cl)c2)c(C)c1	11	1	1	0	-5	3	-7	8	0
Cc1n[nH]c(C)c1CCCCOc1ccccc1	3	4	-3	-2	-8	8	-1	9	0
Cc1ccc(S(=O)(=O)C2(C(=O)N3CCN(C4CCCCC4)CC3)CC2)cc1	-4	-1	-6	1	0	-4	-6	7	-4
COc1ccc(C2(CNC(=O)/C=C\c3ccco3)CCCC2)cc1OC	-7	0	-3	-2	11	-1	5	1	1
COc1ccc(N2C(=O)CC(c3cc(OC)c(OC)c(OC)c3)CC2=O)cc1	7	0	-1	6	-4	0	-2	1	-2
COc1cc(C(=O)Nc2ccc(S(=O)(=O)Nc3nccc(C)n3)cc2)c([N+](=O)[O-])cc1OC	-4	1	-1	-3	-10	6	2	0	-6
Cc1ccc(Cc2cnc(N3C(=N)SC(c4ccccc4)C3=O)s2)cc1 (stereo unspecified)	17	0	-8	13	13	-16	-14	6	-3
COc1ccccc1N1CCN(C(=O)C(=O)N/N=C/c2ccccc2F)CC1	-10	2	-6	-10	-12	7	4	4	-2
N/C(=N\OC(=O)COc1ccc(Br)cc1Cl)c1cccnc1	6	0	-11	7	1	-1	-5	1	-2
CCOc1ccc(N2C(=O)C(=O)/C(=C(/O)c3ccccc3)C2c2ccccc2[N+](=O)[O-])cc1 (stereo unspecified)	14	10	-4	-3	7	-7	-14	3	-6
COc1ccc(CNC(=O)c2ccc(CS(=O)Cc3ccc(Cl)cc3)o2)cc1 (stereo unspecified)	15	3	-7	-3	-2	-1	-1	1	-3
CCOC(=O)Cc1csc(NC(=O)c2cc(-c3ccncc3)nc3ccccc23)n1	10	25	-2	-1	36*	-15	-10	14	8
CCOc1ccc2nc(N3CCC(C(=O)Nc4nnc(CC)s4)CC3)sc2c1	0	1	-3	-13	-7	1	-5	1	0
O=C1NC(Cc2ccc(O)cc2)c2nc3ccc(F)cc3c(=O)n2-c2cc(Cl)ccc21 (stereo unspecified)	14	11	0	-10	-1	-5	-8	9	3

Further structures
canonical_smiles	M5 antag	M4 ag	M1 ag	M4 antag	CHRM1 antagonist	CHRM1 PAM	CHRM5 PAM	TAAR1 agonist	CHRM5 agonist
N/C(=N\OC(=O)Cc1ccccc1)c1ccncc1	2	2	-3	10	-1	0	-5	3	1
CC(=O)c1c(C)[nH]c(C(=O)OCC(=O)NCCC2=CCCCC2)c1C	-7	5	6	-9	-13	14	1	1	3
CSc1nccc(-c2cc(Cl)sc2Cl)n1	-12	-1	-1	-8	-36	0	-3	12	1
COc1ccc(-c2csc(NC(=O)CCS(=O)(=O)c3ccccc3)n2)c(OC)c1	8	14	1	19	6	-7	-18	12	7
C[C@@H]1CN([C@H](C)CO)C(=O)c2cc(NC(=O)Nc3ccc(C(F)(F)F)cc3)ccc2O[C@H]1CN(C)Cc1ccc(Cl)c(Cl)c1	-8	1	-2	-5	6	1	4	2	0
CCOC(=O)c1cccc(NC(=O)CCn2c(=O)oc3ccccc32)c1	10	3	2	3	-18	12	-2	6	1
CC1CCN(Cc2c(O)ccc3c(=O)c(-c4nc5ccccc5s4)c(N)oc23)CC1	4	1	-10	0	2	3	-5	2	-4
Cc1cc(C)c(NC(=O)CSc2nnc(-c3ccco3)n2N)c(C)c1	-3	0	-3	-1	-6	5	4	9	3
COc1ccc(C)cc1S(=O)(=O)NCc1cccs1	15	0	-4	2	6	3	-3	1	-3
c1ccc2c(c1)[nH]c1c3ccccc3sc21	1	0	-8	-22	8	-8	-1	9	-3
COCCN1Cc2cccc(C(=O)Nc3cc(C)cc(C)c3)c2C1=O	-1	1	-1	0	-14	5	-1	8	-7
O=C(NCCCN1CCN(CCCNC(=O)c2ccc3c(c2)OCO3)CC1)c1ccc2c(c1)OCO2	1	0	-5	13	12	-3	-1	8	-3
Cc1ccc(CONC(=O)c2ccc(Cl)cc2)cc1	3	1	-2	-7	-7	6	-4	0	-2

A draw from above in order of count of non-hydrogen atoms, rising:
canonical_smiles	M5 antag	M4 ag	M1 ag	M4 antag	CHRM1 antagonist	CHRM1 PAM	CHRM5 PAM	TAAR1 agonist	CHRM5 agonist
CSc1nccc(-c2cc(Cl)sc2Cl)n1	-12	-1	-1	-8	-36	0	-3	12	1
COc1ccc(C)cc1S(=O)(=O)NCc1cccs1	15	0	-4	2	6	3	-3	1	-3
COCCN1Cc2cccc(C(=O)Nc3cc(C)cc(C)c3)c2C1=O	-1	1	-1	0	-14	5	-1	8	-7
